p53 reactivator: re-activators of mutant p53 | H1299 p53-A138V BP100-luciferase reporter, luminescence, 24 h | Potency, µM (titrated, usually from 92.2 µM), for inactives: at the highest dose activity change, positive = activation, hits mostly activators | actives 0.063% (n = 320,000) | AID 504706; note: potency is the fitted concentration of half-maximal effect; % of control where 0% means no effect; nearly all actives have a fitted effect of over 45% in size
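H1299 (p53-null), stable ts p53-A138V + BP100-Luc; 1000 cells/well, Opti-MEM/10% FBS; cpd 4 pt, 1:5; 24 h, 37 deg C, 5% CO2; detection reagent 10 min RT; luminescence.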
FLuc counter: inhibits or activates purified firefly luciferase, miR-21 counter-screen; P08659; purified FLuc, Km substrates, luminescence inhibition; Potency, µM (series often up to 57.5 µM), inactives show at the highest dose activity change, negative = inhibition, most hits filed as inhibitors; actives 6.9% (n = 360,000); AID 588342;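 note: potency is the fitted concentration of half-maximal effect; plate controls were vehicle for no effect and reference inhibitor for full effect; nearly all actives have a fitted effect of over 55% in size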
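Biochemical qHTS of compounds, final roughly 60 µM downward over six points, against 10 nM purified firefly luciferase using Km concentrations of substrates (10 uM D-luciferin, 10 uM ATP) in Tris acetate pH 7.5 buffer; luminescence output.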
NPC1 prom act: activators of NPC1 promoter | Huh7 NPC1 promoter luciferase reporter, 24 h | Potency, µM (doses to about 9.22 µM), for the others: at the highest dose activation, hits mostly activators | actives 2.4% (n = 320,000) | AID 485313;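 note: potency is the fitted concentration of half-maximal effect; % of control where 0% means no effect; nearly all actives have a fitted effect of over 60% in size; reporter is driven by a mutant NPC1 promoter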
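Huh7 reporter cells (NPC1 promoter driving luciferase) are dosed with compound for 24 h at 37 °C, 5% CO2; luciferase detection reagent is then added and luminescence measured after 10 min at ambient temperature.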
BRCA1 expr up: BRCA1 expression activation; actives 1.1% (n = 380,000); MCF7-BRCA1-FFLuc reporter, luminescence, 48 h; response scale: scaled: vehicle 0%, 10 µM genistein 100%; Potency, µM (titrated, usually from 46.1 µM), for the others: top-dose activation, actives largely listed as activators; note: potency is the fitted concentration of half-maximal effect; nearly all actives have a fitted effect of over 80% in size; some results filed as inactive show a strong effect at the top dose
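MCF7-BRCA1-FFLuc, 2000 cells/well; 2 h attach, 37 °C/5% CO2; compound 48 h; luciferase substrate 15 min; luminescence end-point. Norm. to genistein 10 microM max activation and DMSO; concentration-response curves fitted.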
ELG1 DNA repair: ELG1-dependent DNA repair inhibition; HEK293T ELG1-luciferase reporter, luminescence, 16 h; DNA damage induced by 5-fluorouridine; Potency, µM (top dose mostly 46.1 µM), for the others: at the top dose activity change, negative = inhibition, most hits filed as inhibitors; actives 2.3% (n = 330,000); note: potency is the fitted concentration of half-maximal effect; % is set by controls: 0 for no effect and ±100 for the full control effect; nearly all actives have a fitted effect of over 55% in size
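Luminescence from the luciferase reporter, measured 30 min after ONE-Glo reagent at room temperature, was the read-out. Beforehand, 2,000 cells per well were exposed for 16 hr at 37 °C to 5-fluorouridine together with compound or vehicle.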
TRPV1 ag: agonists of human vanilloid receptor 1 (TRPV1); Q8NER1; TRPV1-expressing cells, Fluo-8 calcium influx, agonist mode; activation, % at 8.33 µM; actives 0.19% (n = 320,000); AID 540275; in the data active = activation above about 80%; inconclusive = between about 30% and that limit; note: 0% is about no effect
Target sequence (Q8NER1 whole entry, looked up): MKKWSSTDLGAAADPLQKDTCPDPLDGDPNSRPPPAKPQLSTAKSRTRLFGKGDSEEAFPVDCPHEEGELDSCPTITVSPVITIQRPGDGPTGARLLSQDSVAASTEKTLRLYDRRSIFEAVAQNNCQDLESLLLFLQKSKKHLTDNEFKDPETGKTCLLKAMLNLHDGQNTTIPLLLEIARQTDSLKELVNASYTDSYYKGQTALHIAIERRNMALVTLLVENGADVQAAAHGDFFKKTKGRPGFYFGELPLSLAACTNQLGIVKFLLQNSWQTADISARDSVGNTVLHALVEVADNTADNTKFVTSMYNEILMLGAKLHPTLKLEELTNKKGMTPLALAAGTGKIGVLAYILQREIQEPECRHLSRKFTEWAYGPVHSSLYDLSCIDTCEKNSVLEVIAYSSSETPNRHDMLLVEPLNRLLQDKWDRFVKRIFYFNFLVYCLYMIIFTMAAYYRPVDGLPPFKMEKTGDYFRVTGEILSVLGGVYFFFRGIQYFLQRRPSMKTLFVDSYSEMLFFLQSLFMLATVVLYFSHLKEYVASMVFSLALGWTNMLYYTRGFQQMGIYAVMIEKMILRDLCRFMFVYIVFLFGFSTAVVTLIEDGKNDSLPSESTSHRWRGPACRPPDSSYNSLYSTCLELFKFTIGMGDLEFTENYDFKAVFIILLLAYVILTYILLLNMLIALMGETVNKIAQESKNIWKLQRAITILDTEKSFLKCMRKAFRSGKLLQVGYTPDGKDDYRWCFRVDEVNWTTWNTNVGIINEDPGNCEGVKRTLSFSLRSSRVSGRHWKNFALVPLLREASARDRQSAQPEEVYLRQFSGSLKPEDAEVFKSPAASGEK
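Cells expressing TRPV1 were dye-loaded with Fluo-8 and read kinetically: 10 s baseline, 3 min after compound (agonist portion), then 2 min after EC20 capsaicin (allosteric enhancer portion). Calcium-bound dye fluorescence at 480/520 nm.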
RORgamma inh: blocks mouse ROR gamma transcriptional activity | Drosophila S2 Gal4-RORgamma UAS-luciferase reporter, 20 h | actives 5.4% (n = 310,000) | Potency, µM (highest dose often 53.6 µM), without a hit: top-dose activity change, negative = inhibition, most hits filed as inhibitors | P51450; note: potency is the fitted concentration of half-maximal effect; % is set by controls: 0 for no effect and ±100 for the full control effect; nearly all actives have a fitted effect of over 60% in size
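In this cell-based reporter format, copper sulfate (700 uM final) drives Gal4–ROR gamma fusion expression from a metallothionein promoter in Drosophila Schneider cells; compounds preincubated 1 hr, reporter read after 20 hr at ambient temperature.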
ELG1 genotox: inducers of genotoxicity in HEK293T ELG1-luciferase cells; HEK293T ELG1-luciferase reporter, luminescence, 16 h; Potency, µM (doses to about 46 µM), without a hit: at the top dose activity change, positive = activation, actives largely listed as activators; actives 1.3% (n = 330,000); AID 504466; note: potency is the fitted concentration of half-maximal effect; % of control where 0% means no effect; nearly all actives have a fitted effect of over 60% in size
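Reporter readout depends on ELG1 protein level, which increases with genetic stress. After 16 hr compound exposure at 37 °C, luciferase activity was quantified using ONE-Glo.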
Rab9 promoter act: activates the Rab9 promoter; Huh7 Rab9 promoter-luciferase reporter, luminescence, 24 h; Potency, µM (series often up to 9.22 µM), for the others: at the top dose activation, negative = inhibition, usual class: activators; actives 2.8% (n = 320,000); note: potency is the fitted concentration of half-maximal effect; % of control where 0% means no effect; nearly all actives have a fitted effect of over 60% in size
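Luciferase signal after 10 min detection reagent at ambient indicates Rab9 promoter upregulation; stably transfected Huh7 cells were treated 24 h with compound in DMSO at 37 °C, 5% CO2.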
Gal4-VP16 FLuc: inhibits Gal4-VP16 luciferase reporter, ROR gamma counter-screen; Drosophila S2 Gal4-VP16 UAS-luciferase, luminescence, 20 h; Potency, µM (top dose mostly 53.6 µM), inactives show at the top dose activity, negative = inhibition, usual class: inhibitors; actives 3.5% (n = 310,000); AID 2546;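 note: Gal4-VP16 expression switched on by copper sulfate through the metallothionein promoter; potency is the fitted concentration of half-maximal effect; % is set by controls: 0 for no effect and ±100 for the full control effect; nearly all actives have a fitted effect of over 50% in size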
Tb PFK block: inhibitors of T. brucei phosphofructokinase. O15648. T. brucei PFK, ADP-Glo luminescence. Potency, µM (titrated, usually from 57.5 µM), for inactives: at the top dose activity, negative = inhibition, actives largely listed as inhibitors. actives 0.17% (n = 330,000). AID 485367;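 note: potency is the fitted concentration of half-maximal effect; 0% = uninhibited 1x PFK enzyme wells and -100% = no-enzyme wells; nearly all actives have a fitted effect of over 60% in size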
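Luminescent ADP detection (ADP-Glo, two-step: ATP depletion then ADP-to-ATP conversion for luciferase) reported PFK activity after 45 min room-temperature reaction of 1.25 nM enzyme with 0.5 mM F6P and 0.1 mM ATP at pH 8.0.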
Active calls of the source: *; ? = inconclusive; · = no result given; & = joins results of further samples. Unless noted, calls come from the whole dose curve; as a rule, active = well fitted curve in the direction sought with a large enough effect; inconclusive = small, poorly fitted or top-dose-only effect, or another doubt; inactive = no such curve, though single readings can be large; an effect the other way counts as inactive or inconclusive. Rows are unselected; any-hit rate near 15%.

SMILES	p53 reactivator	FLuc counter	NPC1 prom act	BRCA1 expr up	ELG1 DNA repair	TRPV1 ag	RORgamma inh	ELG1 genotox	Rab9 promoter act	Gal4-VP16 FLuc	Tb PFK block
CCOc1ccc(NC(=O)C(=O)NCC2CCCN2CC)cc1 (centres undefined)	-2%	0%	2%	2%	12%	-1	-7%	2%	2%	-15%	-4%
CCOC(=O)Cn1c(=N)n(CCOc2cccc(C)c2)c2ccccc21	-6%	2%	1%	0%	?	24	1%	-2%	0%	-1%	13µM*
O=C(c1cn(-c2ccccc2)nc1-c1ccncc1)N1CCCCC1	5%	-1%	0%	-7%	0%	2	2%	-3%	-2%	1%	8%
CC(C)C1C(c2ccccc2)NC(c2ccccc2)CC1(O)c1ccc(F)cc1 (centres undefined)	4%	0%	1%	-23%	?	24	?	-8%	0%	?	-14%
CCOC(=O)c1sc(C)c(C(=O)NCCCN2CCOCC2)c1N	1%	-1%	-7%	-23%	-2%	0	-4%	-1%	-14%	-2%	2%
CCC(C)(C)NC(=O)C(c1ccc(OC)cc1)N(C(=O)CCC(=O)Nc1cc(C)on1)c1cccc(F)c1 (centres undefined)	5%	0%	-2%	-14%	0%	2	12%	0%	-2%	-4%	0%
COc1cccc(CNC(=O)COC(=O)c2ccc(C(=O)c3ccccc3)cc2)c1	-2%	·	1%	11%	17%	30	·	2%	-3%	·	-2%
Cc1ccc(-c2nc3c(c(=O)[nH]c(=O)n3Cc3ccccc3)n2Cc2ccccc2)o1	1%	?	-4%	-42%	?	28	20%	-2%	-6%	1%	-26%
Cc1ccc(OCC(=O)NN2C(=O)c3ccccc3C2=O)cc1	0%	-11%	-1%	5%	3%	4	7%	-1%	-10%	8%	-6%
CCOC(=O)c1cc(-c2ccccc2)n(CC(=O)Nc2ccc(OC)cc2)c1C	-15%	3%	-1%	-19%	-2%	2	-13%	7%	4%	11%	-1%
CCOC(=O)N1CCC(NC(=O)C(NC(=O)C2CCC(C)CC2)C(C)CC)CC1 (centres undefined)	1%	8%	-3%	·	1%	-4	-5%	0%	1%	-7%	5%
CCOc1cc(C2C(C(=O)c3ccco3)=C(O)C(=O)N2Cc2ccccc2)ccc1O (centres undefined)	7%	2%	-1%	-9%	8%	6	-17%	2%	5%	13%	-20%
CCn1cc(C(=O)N2CCN(c3ccccn3)CC2)c(=O)c2cc(S(=O)(=O)N3CCC(C)CC3)ccc21	-6%	-13%	-5%	-2%	-27%	4	?	0%	-11%	-1%	-4%
Cc1ccc(C(=O)c2c[nH]c3c(F)cc(F)cc3c2=O)cc1	9%	-16%	-3%	-9%	7%	-3	30%	2%	-1%	4%	0%
Cc1cccc(OCC(=O)NCCNC(=O)c2ccncc2)c1	1%	0%	2%	4%	-1%	-2	-15%	-4%	0%	-1%	0%
CC(C)=CCC/C(C)=C/CNC(=O)C[C@H]1C[C@H](C(=O)N(C(C)C)C(C)C)[C@@]2(C)c3[nH]c4cc(CCC(=O)N(C)C)ccc4c3CCN2C1=O	-8%	·	·	-68%	?	·	·	0%	·	·	2%
Cc1cc([N+](=O)[O-])nn1CC(=O)Nc1ccc(Cc2ccncc2)cc1	-6%	2%	-6%	-33%	-23%	3	22%	-6%	0%	-14%	-16%
Cc1ccc(N(C(=O)c2csnn2)C(C(=O)NC2CCCCC2)c2ccncc2)c(C)c1 (centres undefined)	-1%	1%	-3%	0%	7%	4	-24%	2%	1%	9%	0%
N#Cc1ccccc1NC(=O)CN1C(=O)NC2(CCCC2)C1=O	5%	5%	1%	-27%	8%	-1	1%	-5%	12%	3%	-1%
COc1ccc(C(=O)COC(=O)CN2CC(=O)Oc3ccccc32)cc1Br	?	2%	-4%	0%	-1%	2	29%	13%	9%	17%	16%

Given with each value named: entries from further up
> Cc1ccc(C(=O)c2c[nH]c3c(F)cc(F)cc3c2=O)cc1
- p53 reactivator = 9%
- FLuc counter = -16%
- NPC1 prom act = -3%
- BRCA1 expr up = -9%
- ELG1 DNA repair = 7%
- TRPV1 ag = -3
- RORgamma inh = 30%
- ELG1 genotox = 2%
- Rab9 promoter act = -1%
- Gal4-VP16 FLuc = 4%
- Tb PFK block = 0%

> CCOc1cc(C2C(C(=O)c3ccco3)=C(O)C(=O)N2Cc2ccccc2)ccc1O (centres undefined)
- p53 reactivator = 7%
- FLuc counter = 2%
- NPC1 prom act = -1%
- BRCA1 expr up = -9%
- ELG1 DNA repair = 8%
- TRPV1 ag = 6
- RORgamma inh = -17%
- ELG1 genotox = 2%
- Rab9 promoter act = 5%
- Gal4-VP16 FLuc = 13%
- Tb PFK block = -20%

> CC(C)=CCC/C(C)=C/CNC(=O)C[C@H]1C[C@H](C(=O)N(C(C)C)C(C)C)[C@@]2(C)c3[nH]c4cc(CCC(=O)N(C)C)ccc4c3CCN2C1=O
- p53 reactivator = -8%
- FLuc counter = ·
- NPC1 prom act = ·
- BRCA1 expr up = -68%
- ELG1 DNA repair = ?
- TRPV1 ag = ·
- RORgamma inh = ·
- ELG1 genotox = 0%
- Rab9 promoter act = ·
- Gal4-VP16 FLuc = ·
- Tb PFK block = 2%

Next compounds.
SMILES	p53 reactivator	FLuc counter	NPC1 prom act	BRCA1 expr up	ELG1 DNA repair	TRPV1 ag	RORgamma inh	ELG1 genotox	Rab9 promoter act	Gal4-VP16 FLuc	Tb PFK block
C=C1CCN([C@H](C(=O)NCc2ccco2)C(C)C)S(=O)(=O)c2ccccc21	-3%	2%	-1%	3%	-3%	0	-1%	2%	-3%	2%	-9%
Cc1ccc(OCc2ccc(C(=O)O)o2)cc1C	1%	11µM*	?	4%	?	0	?	?	?	-29%	-6%
O=C(N/N=C/c1ccc(N2CCOCC2)o1)c1ccccc1[N+](=O)[O-]	4%	-17%	-1%	-16%	7%	-1	13µM*	-1%	1%	?	-13%
CCOC(=O)C1C(c2ccccc2)N(C)OC1(O)C(F)(F)F (centres undefined)	9%	-3%	-1%	6%	-25%	0	-4%	-3%	0%	-2%	-4%
CC1CCN(S(=O)(=O)c2ccc3c(c2)N(CC(=O)NCCCN2CCCCC2C)C(=O)CS3)CC1 (centres undefined)	-4%	-1%&-3%	-1%	4%	11%	1	-13%	4%	-4%	0%	0%
CN(C(=O)c1ccccc1)c1nc2ccccc2s1	?	0.85µM*	0.28µM*	?	?	5	?	?	0.56µM*	?	-2%
CCOC(=O)c1nc(C)sc1-c1ccnn1S(=O)(=O)c1ccccc1C(F)(F)F	-2%	1%	-1%	0%	-10%	-2	25%	0%	-5%	0%	-4%
Cc1nn(Cc2noc(C(=O)NCc3ccccn3)n2)c(C)c1Br	-6%	3%	-6%	4%	16%	18	3%	-1%	-5%	-8%	2%
CC(O)c1cccc(NC(=O)C2CCCCC2)c1 (centres undefined)	2%	2%	-6%	24%	-1%	1	-1%	0%	-3%	-6%	0%
S=C(NCCCc1ccccc1)NCc1ccccc1	20%	-8%	-4%	?	23%	?	6.3µM*	9%	14%	11µM*	4%
O=C(N/C=C/c1ccco1)Nc1cccc(Cl)c1	8%	27µM*	16%	-8%	25%	4	26%	-1%	19%	9%	-13%
CCCCCCn1nc(C(=O)OCC(=O)c2c(N)n(C)c(=O)n(C)c2=O)c2ccccc2c1=O	-8%	-12%	-4%	-31%	?	20	12%	-8%	-6%	-18%	1%
COc1ccc(OCCCC(=O)OCC(=O)Nc2sccc2C(N)=O)cc1	3%	?	-3%	13%	-8%	12	·	?	1%	·	-5%
Cc1cc(/C=C2\SC(=S)NC2=O)c(C)[nH]1	28%	11µM*	8%	39%	?	4	-36%	?	9%	6%	-18%
O=C(C1=C[C@@H]2[C@H]3C(=O)N(c4cccc(Cl)c4)C(=O)[C@H]3[C@@H](C(=O)c3ccc(Cl)cc3)N2C=C1)c1ccccc1	-10%	-2%	0%	-4%	13%	2	-1%	0%	0%	1%	3%
COc1cc(NC(=O)Cc2ccc(S(=O)(=O)N3CCOCC3)s2)c(OC)cc1Cl	-5%	0%	1%	-80%	?	8	·	-20%	3%	·	-7%
C=CCSc1nc2ccccc2n1S(=O)(=O)c1ccc(C)cc1	4%	-7%	-7%	2%	?	2	?	7%	0%	2%	-3%
COc1cc(/C=N/NC(=S)NC(C)C)ccc1OCC(=O)Nc1c(C)cc(C)cc1C	-6%	4%	-7%	-48%	?	-3	0.71µM*	-3%	-25%	0.5µM*	-5%
Cn1nccc1C(=O)NC1CCCc2c1cnn2-c1cc(F)cc(F)c1 (centres undefined)	-4%	?	-4%	52%	?	?	?	-2%	7%	?	-2%

Source: PubChem BioAssay (National Center for Advancing Translational Sciences (NCATS))
